# COUP-TFII inh: inhibitors of human COUP-TFII (NR2F2); P24468; HEK293T NGFI-A luciferase reporter, luminescence; inhibition, % at 8.6 µM; 370,000 tested, 0.7% active;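 active means inhibition above a per-plate cutoff, mean inhibition of test wells between control levels plus 3 SD, cut at about 38% in these data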;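 further: cells cotransfected with COUP-TFII expression vector driving the NGFI-A reporter; 0% = median of COUP-TF2 test wells and 100% = reporter-only cells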
# Target sequence (P24468 whole entry, looked up): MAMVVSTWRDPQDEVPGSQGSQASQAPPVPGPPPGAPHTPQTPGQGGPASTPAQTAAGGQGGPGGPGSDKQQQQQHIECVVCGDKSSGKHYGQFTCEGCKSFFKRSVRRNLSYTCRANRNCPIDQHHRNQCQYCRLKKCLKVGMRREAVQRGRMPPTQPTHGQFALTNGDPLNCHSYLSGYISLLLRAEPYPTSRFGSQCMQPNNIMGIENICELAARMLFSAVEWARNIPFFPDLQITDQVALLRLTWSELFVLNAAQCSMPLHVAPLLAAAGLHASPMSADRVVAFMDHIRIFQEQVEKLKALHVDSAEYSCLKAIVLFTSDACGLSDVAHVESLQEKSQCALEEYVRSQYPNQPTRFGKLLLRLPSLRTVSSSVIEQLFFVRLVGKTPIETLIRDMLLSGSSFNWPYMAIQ
# EBV LMP1 NFkB: reduces LMP1-driven NF-kappaB luciferase signal. 350,000 tested, 0.69% active. inhibition, % at 12.5 µM. LMP1-induced NF-kappaB luciferase reporter cells, luminescence; in the data active means inhibition above about 41%;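 further: 0% = neutral control wells and 100% = reference inhibitor control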
# NCOA3 inh: inhibits human SRC3 coactivator; AID 588352; Q9Y6Q9; 360,000 tested, 0.17% active; HEK293 GAL4-SRC3 luciferase reporter, luminescence; inhibition, % at 3.6 µM;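 active means inhibition above a per-campaign cutoff, the mean of all compounds plus 3 SD, cut at about 60% in these data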;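 further: 0% = DMSO-treated cells and 100% = gossypol-treated cells at 36 µM; higher means less SRC3-driven luciferase light from the GAL4 reporter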
# TROY signal inh: blocks TROY-dependent signaling in reporter cells; inhibition, % at 10 µM; 360,000 tested, 0.98% active; Q293 LMP1-TROYcd NF-kB luciferase reporter, 4 h;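 active means compounds whose plate-normalised and pattern-corrected inhibition of the luciferase reporter signal at the single screening dose is 50% or more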
# NR5A2 inv ag: inverse agonists of human LRH-1 (NR5A2). inhibition, % at 3.6 µM. HEK293T StAR-luciferase reporter, LRH-1 transfected, 24 h. O00482. 360,000 tested, 0.13% active;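 active means inhibition above the mean inhibition of all tested compounds plus 3 SD, cut at about 73% in these data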;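 further: 0% = DMSO wells and 100% = reporter-only cells lacking LRH-1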
# Target sequence (O00482 whole entry, looked up): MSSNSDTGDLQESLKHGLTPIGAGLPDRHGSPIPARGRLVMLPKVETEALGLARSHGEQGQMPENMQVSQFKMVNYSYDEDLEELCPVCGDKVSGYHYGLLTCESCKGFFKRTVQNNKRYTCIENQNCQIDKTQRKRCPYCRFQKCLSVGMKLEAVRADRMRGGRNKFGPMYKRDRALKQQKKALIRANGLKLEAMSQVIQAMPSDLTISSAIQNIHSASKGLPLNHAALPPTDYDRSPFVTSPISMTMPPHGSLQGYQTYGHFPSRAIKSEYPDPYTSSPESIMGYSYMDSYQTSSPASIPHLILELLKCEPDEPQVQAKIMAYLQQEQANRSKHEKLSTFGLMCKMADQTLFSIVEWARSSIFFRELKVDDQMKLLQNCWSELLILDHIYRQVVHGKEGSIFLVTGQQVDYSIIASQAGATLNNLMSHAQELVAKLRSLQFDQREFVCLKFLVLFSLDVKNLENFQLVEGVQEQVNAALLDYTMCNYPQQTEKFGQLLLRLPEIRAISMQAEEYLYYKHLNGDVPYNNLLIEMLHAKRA
# SRC2 inh: human SRC2 (NCOA2) inhibition. Q15596. HEK293 GAL4-SRC2 luciferase reporter, luminescence. inhibition, % at 9 µM. 370,000 tested, 0.17% active;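 active means inhibition above the mean inhibition of all tested compounds plus 3 SD, set per campaign, cut at about 52% in these data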;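 further: 0% = DMSO treated cells and 100% = cells given Gossypol at 36 µM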
# TLR9-MyD88 block: blocks human TLR9 binding to MyD88; AID 504734; 340,000 tested, 0.21% active; inhibition, % at 4.98 µM; Q9NR96+Q99836; CHO BLA complementation TLR9-MyD88, CCF4 FRET ratio;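 active means inhibition above the mean over all tested compounds plus 3 SD, cut at about 21% in these data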;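 further: 0% = DMSO only wells and 100% = clavulanate BLA inhibitor control wells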
# NOD2-RIPK2 inh: blocks binding of human NOD2 to RIPK2; 360,000 tested, 0.38% active; inhibition, % at 4.98 µM; CHO BLA complementation NOD2-RIPK2, CCF4 ratio; O43353; in the data active means inhibition above about 21%;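 further: 0% = vehicle only and 100% = reference blocker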
# Vif imaging: blocks HIV Vif function; inhibition, % at 7.49 µM; 340,000 tested, 0.35% active; HEK293T cells, Vif self-association by quenched fluorescence, imaging, 24 h; in the data active means inhibition above about 50%, passing the limit was not always enough; further: some results filed as inactive read as strong as hits
# NCOA1 inh: inhibitors of human steroid receptor coactivator 1 (SRC1). Q15788. HEK293 GAL4-SRC1 luciferase reporter, luminescence. inhibition, % at 3.6 µM. 360,000 tested, 0.12% active. AID 588354;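 active means inhibition above the campaign mean plus 3 SD, with each screening campaign given its own cutoff, cut at about 60% in these data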;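 further: 0% = DMSO treated cells and 100% = gossypol at 36 µM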
# C8 TRAIL sens: sensitizes caspase-8 expressing cells to TRAIL; 360,000 tested, 1% active; inhibition (viability loss, TRAIL sensitization), % at 10 µM; AID 624354; NB7+C8 cells + TRAIL, ATPlite viability luminescence;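 active means compounds causing at least 50% loss of cell viability in the single-dose screen, relative to plate controls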
# Numbers without * were called inactive; / = no result given. An excerpt, so the mix of outcomes need not match the whole.
SMILES	COUP-TFII inh	EBV LMP1 NFkB	NCOA3 inh	TROY signal inh	NR5A2 inv ag	SRC2 inh	TLR9-MyD88 block	NOD2-RIPK2 inh	Vif imaging	NCOA1 inh	C8 TRAIL sens
CCC(=O)Nc1ccc(C(=O)COC(=O)Cc2ccsc2)cc1	-4	-1	23	-1	-2	14	-7	-14	-2	0	-3
COCCNC(=O)/C(C#N)=C/c1cccc(NC(=O)c2ccccc2Cl)c1	-11	2	-4	-9	-48	-2	-6	1	0	-47	2
Cn1c(C(=O)N2CCCC(Nc3ccc(F)cc3)C2)cc2ccccc21 (stereo not drawn)	-6	0	11	5	-13	-6	-6	-4	3	1	0
C/C(=N\NC(=O)c1ccccc1F)c1ccccn1	-47	49*	-58	-39	-108	-58	2	-11	-13	-71	38
COC(=O)c1cn(C)c2ccc(S(=O)(=O)N3CCCC3)cc2c1=O	6	-3	22	9	7	-10	2	7	17	-13	-3
O=C(Cc1ccccc1Cl)Nc1cccc(S(=O)(=O)N2CCCCCC2)c1	11	5	18	8	-9	-2	4	2	-7	-11	13
CC(C)c1ccc[n+](-c2nc([O-])sc2C=O)c1	7	/	8	-25	9	6	/	-19	11	-39	0
COCCCNC(=O)c1ccc(N(C)S(=O)(=O)c2ccc(OC)cc2)cc1	12	-1	4	-2	-6	14	-3	-1	3	-15	3
COc1ccc(OC)c(-n2c(=O)c3ccccc3c3ccccc3c2=O)c1	-1	-4	6	16	5	-7	8	-4	0	-17	23
N=c1oc2ccccc2cc1-c1nc(-c2ccc(Cl)cc2)cs1	0	-5	4	-36	19	0	-8	-3	0	13	-2
O=C(Nc1ccccc1N1CCCCC1)C1CC(=O)N(c2ccccc2F)C1 (stereo not drawn)	-7	0	-8	-6	12	-39	2	-1	0	4	-16
CC1(C)COC(/C=C/c2ccc([N+](=O)[O-])cc2)=N1	-18	9	1	-66	-26	24	-3	-8	-4	-16	-23
COCCNC(=O)c1cc2oc3ccccc3c2n1C	-38	-22	-58	-23	-89	-71	2	3	8	-76	8
COc1ccc(-c2nc(NC(=O)c3n[nH]c(=O)c4ccccc34)sc2C)cc1	-26	12	-49	-3	-4	-2	2	4	-10	-46	36
CCOC(=O)CN1CCC(C2(c3cc4ccccc4[nH]3)OCCO2)CC1	3	-1	12	8	14	5	-1	4	-2	13	3
Cc1cccc(NC(=O)CN(CC2CCCO2)C(=O)c2ccc(S(C)(=O)=O)cc2)c1C (stereo not drawn)	-13	5	9	24	9	2	-6	1	-12	-27	-8
CCOC(=O)NC1CCS(=O)(=O)C1 (stereo not drawn)	-12	1	-7	-8	8	-22	-5	-6	/	9	-6
CC(=O)Nc1cccc(NC(=O)c2ccco2)c1	16	6	7	-1	18	5	-11	4	-1	-5	-5
Cc1cc(NC(=O)C(C)SCC(=O)Nc2ccc(SC(F)F)cc2)no1 (stereo not drawn)	11	0	-13	-8	11	-32	-1	-20	-9	-10	-7
COC(=O)c1c(NC(=O)c2ccco2)sc2c1CC(C)(C)NC2(C)C	9	2	4	-18	0	-18	5	-2	2	-96	5
O=C(N/N=C/c1ccccc1)c1ccc(OCc2ccccc2)cc1	-1	-4	5	-30	2	-20	9	-10	5	-47	-3
CC1(C)Cc2c(sc3ncnc(N)c23)CO1	14	-12	10	10	-5	4	-2	-4	0	-36	11
N/C(=N\OC(=O)c1cc([N+](=O)[O-])ccc1Cl)c1cccnc1	-35	4	20	-22	-8	8	-7	-8	4	8	15
CCN(CC)CCN1C(=O)C(=O)/C(=C(/O)c2ccncc2)C1c1ccccc1F (stereo not drawn)	-7	3	0	-2	-12	5	-3	-7	11	-7	-9

# Overlap with the part before: two compounds, followed by the next part.
SMILES	COUP-TFII inh	EBV LMP1 NFkB	NCOA3 inh	TROY signal inh	NR5A2 inv ag	SRC2 inh	TLR9-MyD88 block	NOD2-RIPK2 inh	Vif imaging	NCOA1 inh	C8 TRAIL sens
N/C(=N\OC(=O)c1cc([N+](=O)[O-])ccc1Cl)c1cccnc1	-35	4	20	-22	-8	8	-7	-8	4	8	15
CCN(CC)CCN1C(=O)C(=O)/C(=C(/O)c2ccncc2)C1c1ccccc1F (stereo not drawn)	-7	3	0	-2	-12	5	-3	-7	11	-7	-9
Cc1cc(-c2nc3cccnc3s2)ccc1NS(=O)(=O)c1cccs1	-19	-28	-91	0	-86	-34	-6	-18	0	-76	9
Cc1ccnc(NS(=O)(=O)c2ccc(NC(=O)c3ccc(Br)o3)cc2)n1	16	-16	1	-40	-19	14	11	-11	0	17	3
CN(CC(=O)Nc1cccc(F)c1)C(=O)CN1C(=O)C2CC=CCC2C1=O (stereo not drawn)	-5	5	12	-7	12	2	13	10	-22	-4	-4
CC(C)=C(NC(=O)c1ccco1)C(=O)NCCc1nc2ccccc2[nH]1	7	2	10	33	4	-16	3	-6	-14	-9	-13
Cc1ccc(OCc2nnc(SCc3cc(=O)[nH]c4ccccc34)o2)cc1	-9	8	-3	11	14	6	-19	8	-5	-17	-3
COC(=O)Cc1ccc(OC2(C)CCN(Cc3ccccc3OC(F)F)C2)cc1 (stereo not drawn)	4	/	-10	9	5	-2	/	-11	20	-11	-1
COc1ccc(NC(=O)Nc2cccc3c2O[C@H](CN(C)S(C)(=O)=O)[C@@H](C)CN([C@H](C)CO)C3=O)cc1	-6	2	-15	-16	9	4	-1	-11	3	-6	-6
CSC1=NC=C(C#N)C2=NC(c3c(Cl)cccc3Cl)NN12 (stereo not drawn)	/	/	14	-1	-3	/	/	-7	4	-5	-11
Cc1cccc(NC(=O)CN2CCN(C(=O)CNC(=O)Cc3cccc4ccccc34)CC2)c1C	-1	12	14	12	0	6	-11	-7	-11	-6	5
CC(=O)Nc1ccc(-c2ccnc3c2CC(C(=O)NCC2CCOCC2)O3)cc1 (stereo not drawn)	-11	/	10	0	0	-22	/	-2	3	-69	17
COCCNc1nc2nonc2nc1N(C)Cc1ccc(C)cc1	9	-2	2	7	17	-4	8	4	-1	5	-2
COC(=O)c1ccc(CSc2nnc(C)s2)cc1	-42	-12	-44	-36	-75	-92	2	1	3	-72	1
CC(C)c1ccc(NC(=O)C2CCCCN2S(=O)(=O)c2ccccc2)cc1 (stereo not drawn)	25	-7	8	16	-1	3	-1	-10	-3	-2	-4
CC12CN3CC(C)(CN(C1)C3c1ccc(Br)cc1O)C2 (stereo not drawn)	-14	2	4	-3	4	-18	-3	-5	-5	-17	33
CN(C(=O)c1ccc(NC(=O)Cc2ccc(NC(=O)C3CCN(C(=O)C4CC4)CC3)cc2)cc1)C1CCCC1	16	-5	-19	-2	7	-22	6	-15	9	-5	-17
CC(=O)Nc1ccc(S(=O)(=O)NC(C)c2ccncc2)cc1 (stereo not drawn)	-5	1	12	-8	-2	10	-9	-1	1	2	0
Cc1cccc(CNC(=O)Cn2ccc3cc(S(=O)(=O)N4CCCCCC4)ccc32)c1	-1	-1	12	13	3	10	-2	-1	-9	-2	3
CCOC(=O)[C@H]1[C@H]2COc3ccc(OC)cc3[C@H]2N2C(=O)CN(Cc3ccccc3)C(=O)[C@@]12C	5	0	5	10	17	-58	1	-9	-1	0	-17
COc1ccc(C(=O)NCCCN2CCOCC2)cc1S(=O)(=O)N1CCCc2ccccc21	15	-3	7	13	7	-14	12	-5	5	-8	-1
COC(=O)Nc1ncc(CN2C(=O)c3ccccc3C2=O)s1	-13	-56	9	-9	-12	0	3	3	0	-3	13
CCOC(=O)C(=CNc1ccc(C(F)(F)F)cc1)C(=O)OCC	7	-1	16	-28	-2	13	-2	-10	4	0	8
COC(=O)c1cc(CSc2nc3ccccc3[nH]2)oc1C	22	-6	-31	-36	-96	-39	3	-10	6	-73	20
CC(C)Oc1cccc(NC(=O)c2cnccc2C(F)(F)F)c1	-2	-2	10	-15	12	3	-9	0	0	-13	3
CC(CCN1C(Nc2ccccc2)=NC[C@@H]1C)c1ccccc1 (stereo partly drawn)	-9	-8	-2	0	2	17	-2	3	-2	-16	-9
O=C1CSC(c2ccco2)N1 (stereo not drawn)	-2	3	-2	10	16	-36	-9	-10	-9	3	-3
Cc1ccccc1N1CCN(C(=O)c2ccccc2NC(=O)C2CC=CCC2C(=O)O)CC1 (stereo not drawn)	4	2	0	-27	-4	8	2	5	-6	-13	8
O=c1[nH][nH]c2c(N=Cc3ccccc3O)ccc(F)c12	/	11	0	6	-3	/	-7	5	-6	12	19
CCOC(=O)C1CCN(c2ccccc2CN2CCN(c3ccccc3OCC)CC2)CC1	/	13	24	3	16	/	0	-3	-14	17	18
COc1ccc(-c2noc(CNC(=O)C(C)Oc3ccccc3)n2)cc1 (stereo not drawn)	17	-7	0	-23	0	-6	-6	-5	3	2	-5
O=C(Cn1nc2n(c1=O)-c1ccccc1SC2)N/N=C/c1cccnc1	11	8	-5	-13	25	-29	0	-3	1	-11	-5
Cc1cccc(CSc2nnc(CCCCCNC(=O)OC(C)(C)C)o2)c1	-8	-1	24	72*	10	4	7	-10	0	-8	-10
Cc1ccc(S(=O)(=O)N(C)C)cc1NC(=O)C(C)OC(=O)c1ccc2ccccc2n1 (stereo not drawn)	1	0	9	-3	-2	4	0	-7	/	-6	13
CC(C)CC(N)c1csc(Nc2ccc(C(=O)NCCCO)cn2)n1 (stereo not drawn)	4	/	8	0	-10	-5	/	-8	2	-66	-19
Cc1[nH]n(-c2ncc(-c3ccccc3)s2)c(=O)c1C(c1ccc(Br)cc1)C(C#N)C#N (stereo not drawn)	6	-18	15	13	-1	10	-8	-1	-4	11	10
O=C(c1ccc(C(F)(F)F)n(Cc2ccc(Cl)cc2)c1=O)N1CCOCC1	25	5	-11	-2	-10	10	-3	8	-8	6	0
CC(C)c1cc(Br)ccc1OCCN1C(=O)NC(C)(C)C1=O	13	-4	13	4	5	-15	6	0	5	-12	2
CN(C)C(=O)CSc1ncccc1-c1nc2ccccc2[nH]1	-5	5	-22	-32	3	-8	-4	6	-5	-31	-18
Cc1ccc(Sc2ccc(C(=O)N3CCOCC3)cc2[N+](=O)[O-])cc1	6	0	3	-1	20	7	0	9	-10	-6	-11
CC1CC(C)CN(C(=O)COC(=O)c2nn(C)c(=O)c3ccccc23)C1 (stereo not drawn)	1	-3	4	8	4	-4	-8	-8	/	7	-18
CCCCS/C(N)=N/N=C/c1ccccc1O	-32	-35	-60	-49	-78	-79	0	9	-12	-79	13
CCOC(=O)COc1ccc2c(=O)c(-c3ccccc3OC)coc2c1	13	3	-2	-16	0	-7	0	2	-5	-7	9
CCN(CC)N=Nc1ccc(S(=O)(=O)N2CCSC2C(=O)O)cc1 (stereo not drawn)	2	-3	-13	5	2	-2	5	-9	0	-16	-4
Cc1cn([C@H]2C[C@H](O)[C@@H](CNC(=O)[C@H](N)C3CC3)O2)c(=O)[nH]c1=O	7	-1	-39	-10	2	-3	1	-7	-1	7	-37

# High-throughput results (PubChem)
